RPL19A TOR yeast: RPL19A-GFP expression modulators in yeast, primary screen, cell-based, S. cerevisiae, multiplex flow cytometry, MLPCN. S. cerevisiae RPL19A-GFP strain, 3 h; active compounds read low. percent response vs DMSO, % at 10 µM. 330,000 tested, 0.3% active;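 active = percent response vs DMSO below 50%; inconclusive = fewer than 70 events counted for the yeast strain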;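 note: median channel GFP fluorescence of the barcoded RPL19A-GFP strain; ratio of sample median GFP to plate DMSO average so 100% = DMSO; lower means less RPL19A-GFP as with rapamycin TOR inhibition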
MEP2 TOR yeast: modulators of MEP2-GFP levels in yeast, primary screen, S. cerevisiae, multiplex flow cytometry, MLPCN library; S. cerevisiae MEP2-GFP strain, 3 h; 100% = DMSO control level; GFP response vs DMSO, % at 10 µM; 330,000 tested, 0.51% active; AID 2016, 2009;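 active = GFP response versus DMSO above a set limit, roughly screen mean plus 3 SD, cut at about 180% in these data; inconclusive = fewer than 70 cells counted for a yeast strain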;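 note: median GFP fluorescence of the barcode-gated MEP2-GFP cells per well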
GRK2 aptamer HTS: compounds blocking aptamer binding on GRK2 – biochemical, human GRK2, bead flow cytometry, HTS, primary screen; FAM-aptamer displacement from GRK2; inhibition of aptamer binding, % at 10 µM; 330,000 tested, 0.59% active; AID 488847, 2010;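 active = inhibition of aptamer binding above 40%, roughly 3 SD of noise, on plates passing a quality check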;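 note: median bead fluorescence of bound FAM aptamer so fluorescent compounds give negative values; no value below 0 was filed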
Target sequence (P25098 whole entry, looked up): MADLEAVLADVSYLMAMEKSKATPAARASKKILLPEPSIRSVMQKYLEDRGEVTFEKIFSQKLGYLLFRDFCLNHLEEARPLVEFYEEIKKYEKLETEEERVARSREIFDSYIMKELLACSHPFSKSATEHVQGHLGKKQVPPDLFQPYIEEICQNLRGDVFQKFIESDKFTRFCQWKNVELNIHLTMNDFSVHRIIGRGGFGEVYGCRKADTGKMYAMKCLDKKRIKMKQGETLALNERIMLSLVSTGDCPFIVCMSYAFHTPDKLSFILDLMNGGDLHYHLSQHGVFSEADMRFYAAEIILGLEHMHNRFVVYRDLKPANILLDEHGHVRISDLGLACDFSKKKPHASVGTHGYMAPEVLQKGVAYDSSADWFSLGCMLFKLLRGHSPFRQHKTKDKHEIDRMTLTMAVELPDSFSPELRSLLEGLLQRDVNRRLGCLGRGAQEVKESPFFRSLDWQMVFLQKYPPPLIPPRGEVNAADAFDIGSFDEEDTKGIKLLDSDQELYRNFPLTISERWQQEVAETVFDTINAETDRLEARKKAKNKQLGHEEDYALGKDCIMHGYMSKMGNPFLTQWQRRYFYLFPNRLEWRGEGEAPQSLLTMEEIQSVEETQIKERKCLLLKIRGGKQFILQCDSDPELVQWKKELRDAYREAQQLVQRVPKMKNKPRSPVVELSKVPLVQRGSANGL
CIT2 TOR yeast: modulators of CIT2-GFP expression in yeast, primary screen, S. cerevisiae, GFP fusion, multiplex flow cytometry, MLPCN library. S. cerevisiae CIT2-GFP strain, 3 h; 100 means same as DMSO wells. GFP response vs DMSO, % at 10 µM. 320,000 tested, 0.065% active. AID 2029, 2009;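 active = GFP response relative to DMSO above a set limit, near the screen mean plus 3 SD, cut at about 150% in these data; inconclusive = Fewer than 70 cells measured for a yeast strain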;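 note: ratio of well median GFP fluorescence to mean of DMSO wells on the plate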
VLA-4 inh: inhibition in human VLA-4 binding assay, primary screen, VLA-4 allosteric modulator project, MLPCN library, flow cytometry, VLA-4 expressing cells; AID 2557, 2010; Integrin alpha-4 (Homo sapiens), P13612; ligand binding flow cytometry; inhibition, % (about 7 µM as worked out from the volumes in the protocol); 330,000 tested, 0.2% active; in the data active = inhibition above about 50%
LAP4 TOR yeast: modulators of LAP4-GFP expression in yeast, primary screen, S. cerevisiae, multiplex flow cytometry, MLPCN library; 3 h; median GFP as percent of DMSO wells; GFP response vs DMSO, % at 10 µM; 320,000 tested, 0.34% active;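 active = GFP response vs DMSO above a set limit, about the screen mean plus 3 SD, cut at about 150% in these data; inconclusive = under 70 cell events counted for the yeast strain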
GASC-1 inh: inhibitors of GASC-1 histone demethylase, primary screen, biochemical, fluorescence, DELFIA europium. Lysine-specific demethylase 4C (Homo sapiens), Q9H3R0. GST-JMJD2C(1-420) H3K9me3 demethylation. inhibition, % at 2.35 µM. 330,000 tested, 0.069% active. AID 2099, 2009;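 active = more than half of a compound's replicate wells show inhibition beyond 50%, single wells judged on their own value; inconclusive = some, but no more than half, of replicates pass 50% inhibition; inactive = no replicate passes 50% inhibition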;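 note: signal counts dimethyl H3K9 product captured on neutravidin plate; 0% = median of DMSO wells and 100% = 0.3 times that DMSO median; strong numbers were not always called active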
Target sequence (Q9H3R0 1-420 limits assumed): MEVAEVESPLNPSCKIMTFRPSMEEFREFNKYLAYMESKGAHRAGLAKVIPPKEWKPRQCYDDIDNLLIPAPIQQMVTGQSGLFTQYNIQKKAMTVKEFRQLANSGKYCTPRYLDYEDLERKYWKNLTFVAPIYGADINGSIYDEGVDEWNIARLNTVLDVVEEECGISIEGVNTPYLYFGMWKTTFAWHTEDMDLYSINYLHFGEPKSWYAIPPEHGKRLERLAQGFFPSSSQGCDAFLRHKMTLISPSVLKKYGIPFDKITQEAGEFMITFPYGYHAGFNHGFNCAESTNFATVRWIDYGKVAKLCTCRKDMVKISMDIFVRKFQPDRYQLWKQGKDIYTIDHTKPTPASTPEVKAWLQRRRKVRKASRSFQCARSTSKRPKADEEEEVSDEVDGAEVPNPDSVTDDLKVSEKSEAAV
AGP1-GFP MLPCN: modulators of AGP1-GFP expression in yeast TOR pathway, primary screen, cell-based, multiplex flow cytometry, S. cerevisiae, MLPCN library; 3 h; GFP as percent of DMSO wells; GFP response vs DMSO, % at 10 µM; AID 2066, 2009; 320,000 tested, 0.02% active;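 active = GFP response relative to DMSO above a set limit, near screen average plus 3 SD, cut at about 150% in these data; inconclusive = fewer than 70 cells counted for the yeast strain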;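 note: median GFP channel fluorescence of the gated AGP1 strain per well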
Active calls of the source: *; & = joins results of further samples; [ ] = another dose, or the depositor's remark.

For CCOC(=O)c1cc2c(=O)n3ccccc3nc2n(Cc2ccco2)c1=NC(=O)c1ccccc1OC the results were RPL19A TOR yeast 70[may fluoresce violet], MEP2 TOR yeast 144[may fluoresce violet], GRK2 aptamer HTS 2, CIT2 TOR yeast inconclusive, VLA-4 inh -3, LAP4 TOR yeast 96[may fluoresce violet], GASC-1 inh -25 and AGP1-GFP MLPCN 24[may fluoresce violet].
Cc1cccc(CN2C(=O)N/C(=C/c3cc(C)n(-c4cc(C)ccn4)c3C)C2=O)c1 was read as RPL19A TOR yeast 98, MEP2 TOR yeast 98, GRK2 aptamer HTS 0, CIT2 TOR yeast 90, VLA-4 inh 4, LAP4 TOR yeast 96, GASC-1 inh 0 and AGP1-GFP MLPCN 91.
`CCCCN(C)Cc1c(C(=O)N2CCc3ccccc3C2)nc2ccc(Cl)cn12` gave RPL19A TOR yeast 104, MEP2 TOR yeast 100, GRK2 aptamer HTS 1, CIT2 TOR yeast 101, VLA-4 inh 1, LAP4 TOR yeast 108, GASC-1 inh 2 and AGP1-GFP MLPCN 113.
`O/N=C1/CCCCc2sccc21` gave RPL19A TOR yeast 100, MEP2 TOR yeast 103, GRK2 aptamer HTS 4, CIT2 TOR yeast 111, VLA-4 inh -3, LAP4 TOR yeast 89, GASC-1 inh 8 and AGP1-GFP MLPCN 103.
`CCOC(=O)[C@@H]1[C@H]2COc3ccc(Br)cc3[C@@H]2N2C(=O)N(c3cccc(F)c3)C(=O)[C@@]12C` gave RPL19A TOR yeast 87, MEP2 TOR yeast 77, GRK2 aptamer HTS 4, CIT2 TOR yeast 84, VLA-4 inh 26, LAP4 TOR yeast 94, GASC-1 inh 3 and AGP1-GFP MLPCN 82.
For Cc1ccccc1NC(=O)CC1SC(=NC2CCCCC2)NC1=O (stereo unspecified) the results were MEP2 TOR yeast 101, GRK2 aptamer HTS 0, CIT2 TOR yeast 98, VLA-4 inh 14, LAP4 TOR yeast 96, GASC-1 inh 12 and AGP1-GFP MLPCN 102.
CCOC(=O)Cc1csc(NC(=O)CSc2nc(N)c3c(C)c(C)sc3n2)n1 was read as RPL19A TOR yeast 98, MEP2 TOR yeast 103, GRK2 aptamer HTS 1, CIT2 TOR yeast 100, VLA-4 inh 10, LAP4 TOR yeast 95, GASC-1 inh -1 and AGP1-GFP MLPCN 102.
`COc1ccc(Br)cc1/C=N/NC(=O)CNC(=O)/C=C/c1ccccc1` gave RPL19A TOR yeast 99, MEP2 TOR yeast 102, GRK2 aptamer HTS 0, CIT2 TOR yeast 94, VLA-4 inh 17, LAP4 TOR yeast 104, GASC-1 inh 21 and AGP1-GFP MLPCN 101.
`Cc1ccc(S(=O)(=O)N(C)C)cc1NC(=O)COC(=O)c1ccc2c(=O)n3c(nc2c1)CCC3` gave RPL19A TOR yeast 100, MEP2 TOR yeast 105, GRK2 aptamer HTS 0, CIT2 TOR yeast 102, VLA-4 inh 6, LAP4 TOR yeast 108, GASC-1 inh -6 and AGP1-GFP MLPCN 107.
Screening CCn1c(Cc2ccccc2)nnc1SCC(=O)Nc1ccc(N2CCOCC2)c(Cl)c1 returned RPL19A TOR yeast 99, MEP2 TOR yeast 98, GRK2 aptamer HTS 0, CIT2 TOR yeast 93, VLA-4 inh -7, LAP4 TOR yeast 100, GASC-1 inh -14&-1 and AGP1-GFP MLPCN 99.
For COc1ccc(CCNC(=O)C(=O)N2CCCCC2)cc1OC the results were RPL19A TOR yeast 102, MEP2 TOR yeast 105, GRK2 aptamer HTS 2, CIT2 TOR yeast 86, VLA-4 inh 7, LAP4 TOR yeast 100, GASC-1 inh -9 and AGP1-GFP MLPCN 106.
Cn1c(=O)c2c(nc(SCC(=O)NCc3ccc4c(c3)OCO4)n2Cc2ccc(F)cc2)n(C)c1=O was read as RPL19A TOR yeast 98, MEP2 TOR yeast 99, GRK2 aptamer HTS 0, CIT2 TOR yeast 103, VLA-4 inh 0, LAP4 TOR yeast 105, GASC-1 inh -12 and AGP1-GFP MLPCN 101.
`COc1nc2c(s1)C(=O)NCCC2` gave RPL19A TOR yeast 107, MEP2 TOR yeast 116, GRK2 aptamer HTS 0, CIT2 TOR yeast 100, VLA-4 inh -4, LAP4 TOR yeast 97, GASC-1 inh 3 and AGP1-GFP MLPCN 108.
For CCOC(=O)CSc1ncc(-c2ccc([N+](=O)[O-])cc2)[nH]1 the results were RPL19A TOR yeast 95, MEP2 TOR yeast 101, GRK2 aptamer HTS 0, CIT2 TOR yeast 91, VLA-4 inh 16, LAP4 TOR yeast 98, GASC-1 inh -11 and AGP1-GFP MLPCN 93.
`CC(C)C(=O)NC(NC(=S)Nc1cccc2cccnc12)C(Cl)(Cl)Cl` (stereo unspecified) gave RPL19A TOR yeast 100, MEP2 TOR yeast 101, GRK2 aptamer HTS 3, CIT2 TOR yeast 90, VLA-4 inh 7, LAP4 TOR yeast 104, GASC-1 inh -3 and AGP1-GFP MLPCN 105.
`CCCCn1c(N)c(N(CCOC)C(=O)c2ccc(N(C)S(=O)(=O)c3ccc(C)cc3)cc2)c(=O)[nH]c1=O` gave RPL19A TOR yeast 93, MEP2 TOR yeast 101, GRK2 aptamer HTS 2, CIT2 TOR yeast 85, VLA-4 inh 2, LAP4 TOR yeast 97, GASC-1 inh -5 and AGP1-GFP MLPCN 96.
`CCN(C(=O)COC(=O)c1ccc(N2C(=O)c3ccccc3C2=O)cc1)C1CCS(=O)(=O)C1` (stereo unspecified) gave RPL19A TOR yeast 107, MEP2 TOR yeast 100, GRK2 aptamer HTS 5, CIT2 TOR yeast 115, VLA-4 inh -2, LAP4 TOR yeast 109, GASC-1 inh 3 and AGP1-GFP MLPCN 106.
Screening COc1ccc2oc(=O)cc(C)c2c1 returned RPL19A TOR yeast 95, MEP2 TOR yeast 102, GRK2 aptamer HTS 0, CIT2 TOR yeast 91, VLA-4 inh 2, LAP4 TOR yeast 100, GASC-1 inh 11 and AGP1-GFP MLPCN 98.
For Cc1cc(=O)oc2cc(OCC(=O)Nc3nnc(C4CC4)s3)ccc12 the results were RPL19A TOR yeast 99, MEP2 TOR yeast 95, GRK2 aptamer HTS 4, CIT2 TOR yeast 109, VLA-4 inh 0, LAP4 TOR yeast 108, GASC-1 inh 18 and AGP1-GFP MLPCN 111.
For Cc1cc(C)n(-c2ccc(C(=O)OCC(=O)c3c(N)n(C)c(=O)n(C)c3=O)cc2)n1 the results were RPL19A TOR yeast 95, MEP2 TOR yeast 105, GRK2 aptamer HTS 1, CIT2 TOR yeast 96, VLA-4 inh 11, LAP4 TOR yeast 100 and GASC-1 inh 2.
O=[N+]([O-])c1ccc(NC(=S)N2CCN(c3ccccn3)CC2)cc1 was read as RPL19A TOR yeast 103, MEP2 TOR yeast 108, GRK2 aptamer HTS 0, CIT2 TOR yeast 101, VLA-4 inh -1, LAP4 TOR yeast 90, GASC-1 inh -4 and AGP1-GFP MLPCN 100.
C=CCn1c(O)c(N=NC(=O)CNC(=O)Cc2ccccc2)c2ccccc21 was read as RPL19A TOR yeast 103, MEP2 TOR yeast 103, GRK2 aptamer HTS 6, CIT2 TOR yeast 109, VLA-4 inh -21, LAP4 TOR yeast 99, GASC-1 inh 10 and AGP1-GFP MLPCN 103.
Screening O=C(c1ccc(Cl)nc1)c1cccs1 returned RPL19A TOR yeast 100, MEP2 TOR yeast 107, CIT2 TOR yeast 93, VLA-4 inh -17, LAP4 TOR yeast 97, GASC-1 inh 5 and AGP1-GFP MLPCN 103.
For CCOc1cc(C2NC(=O)NC(C)=C2C(=O)NCc2ccccc2)c(Cl)cc1O (stereo unspecified) the results were RPL19A TOR yeast 100, MEP2 TOR yeast 98, GRK2 aptamer HTS 1, CIT2 TOR yeast 108, LAP4 TOR yeast 90, GASC-1 inh 6 and AGP1-GFP MLPCN 95.
For CCC(C#CCN1CCCCC1)(CC)OCCC#N the results were RPL19A TOR yeast 100, MEP2 TOR yeast 102, GRK2 aptamer HTS 3, CIT2 TOR yeast 106, VLA-4 inh 16, LAP4 TOR yeast 102, GASC-1 inh 5 and AGP1-GFP MLPCN 103.
CC(C)CNS(=O)(=O)c1ccc(CCC(=O)N2CCOCC2)cc1 was read as RPL19A TOR yeast 100, MEP2 TOR yeast 102, GRK2 aptamer HTS 15, CIT2 TOR yeast 96, VLA-4 inh -2, LAP4 TOR yeast 98, GASC-1 inh 3 and AGP1-GFP MLPCN 98.
COc1ccc(NC(=O)CN2CCC(C(N)=O)(N3CCCCC3)CC2)cc1 was read as RPL19A TOR yeast 98, MEP2 TOR yeast 106, GRK2 aptamer HTS 0, CIT2 TOR yeast 105, VLA-4 inh -1, LAP4 TOR yeast 107, GASC-1 inh -1 and AGP1-GFP MLPCN 100.
Screening O=C(COC(=O)C1CC1)NCc1ccccc1Cl returned RPL19A TOR yeast 99, MEP2 TOR yeast 97, GRK2 aptamer HTS 1, CIT2 TOR yeast 93, VLA-4 inh -5, GASC-1 inh -1 and AGP1-GFP MLPCN 99.
Screening COC(=O)C(C)Sc1nnc(Cc2cc(=O)[nH]c(=O)[nH]2)n1-c1ccc(Cl)cc1 (stereo unspecified) returned RPL19A TOR yeast 99, MEP2 TOR yeast 98, GRK2 aptamer HTS 0, CIT2 TOR yeast 105, VLA-4 inh -16, LAP4 TOR yeast 96, GASC-1 inh 12 and AGP1-GFP MLPCN 108.
COc1ccc(CC(=O)N2CCN(c3cccc(Cl)c3)CC2)cc1OC was read as RPL19A TOR yeast 99, MEP2 TOR yeast 117, GRK2 aptamer HTS 5, CIT2 TOR yeast 105, VLA-4 inh 15, LAP4 TOR yeast 94, GASC-1 inh -8 and AGP1-GFP MLPCN 97.
For CCOc1ccccc1Nc1nnc(SCC(=O)NC2CC2)s1 the results were RPL19A TOR yeast 95, MEP2 TOR yeast 92, GRK2 aptamer HTS 4, CIT2 TOR yeast 87, VLA-4 inh 3, LAP4 TOR yeast 93, GASC-1 inh 11 and AGP1-GFP MLPCN 94.
`Cc1cccc(N(CC(=O)NCc2ccc(F)cc2)C(=O)c2ccco2)c1` gave RPL19A TOR yeast 96, MEP2 TOR yeast 88, GRK2 aptamer HTS 1, CIT2 TOR yeast 95, VLA-4 inh -9, LAP4 TOR yeast 92, GASC-1 inh 0 and AGP1-GFP MLPCN 95.
CCCC(=O)Nc1nnc(-c2ccc(Cl)s2)o1 was read as RPL19A TOR yeast 95, MEP2 TOR yeast 91, GRK2 aptamer HTS 0, CIT2 TOR yeast 91, VLA-4 inh -11, LAP4 TOR yeast 93, GASC-1 inh -2 and AGP1-GFP MLPCN 98.
`COc1cc(NC(=O)Cc2cccs2)c(C(=O)O)cc1OC` gave RPL19A TOR yeast 91, MEP2 TOR yeast 96, GRK2 aptamer HTS 4, CIT2 TOR yeast 97, VLA-4 inh 9, LAP4 TOR yeast 96 and GASC-1 inh -19.
CCN1C(c2ccccc2)C(C)C(=O)C(C)C1c1ccccc1 (stereo unspecified) was read as RPL19A TOR yeast 99, MEP2 TOR yeast 108, GRK2 aptamer HTS 0, CIT2 TOR yeast 103, VLA-4 inh 19, LAP4 TOR yeast 104, GASC-1 inh -3 and AGP1-GFP MLPCN 101.
Screening CC(C)[C@H](NC(=O)c1cc2cc(Cl)ccc2n1C)C(=O)N1CCC(C(=O)O)CC1 returned RPL19A TOR yeast 101, MEP2 TOR yeast 106, GRK2 aptamer HTS 2, CIT2 TOR yeast 99, VLA-4 inh 0, LAP4 TOR yeast 102, GASC-1 inh -1 and AGP1-GFP MLPCN 98.
